Statin myotox sup – suppressors of statin myotoxicity in C2C12 myotubes, primary screen, cell-based, single point, plate reader; C2C12 myotubes + simvastatin, ATP luminescence, 48 h; scaled: DMSO 0, geranylgeraniol control 100; rescue of ATP level, % at 7.49 µM; 330,000 tested, 0.78% active;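 active = mean ATP rescue above about 67%, or every replicate alone reaching that limit, limit read from the data, passing the limit was not always enough; inconclusive = no clear call, values can overlap the other calls; inactive = mean under the limit and some replicate under it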;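 also: myotubes were challenged with 10 µM simvastatin during compound exposure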
CASP6 VEID inh – human caspase-6 inhibitors, primary screen, biochemical, VEID-R110 fluorescence, single point, set 2 | P55212 | purified caspase-6, Z-VEID-R110 cleavage fluorescence | inhibition, % at 12.5 µM | 350,000 tested, 0.53% active | AID 686996, 2013;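 active = mean inhibition across replicates at least about 35%, with every replicate also reaching that limit, limit read from the data; inconclusive = only one of the two criteria met; inactive = neither criterion met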;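 also: 0% = median of neutral control wells and 100% = no fluorescence left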
Target sequence (P55212 24-179 limits assumed): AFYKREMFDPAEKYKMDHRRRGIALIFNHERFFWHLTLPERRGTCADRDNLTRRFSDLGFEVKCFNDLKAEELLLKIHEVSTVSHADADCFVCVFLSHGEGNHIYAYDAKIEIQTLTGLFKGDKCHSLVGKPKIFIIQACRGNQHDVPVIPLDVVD
Target sequence (P55212 194-293 limits assumed): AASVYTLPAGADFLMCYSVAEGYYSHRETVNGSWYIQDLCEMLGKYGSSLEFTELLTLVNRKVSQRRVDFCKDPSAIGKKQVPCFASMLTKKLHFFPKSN
esBAF inh – Bmi1 luciferase reporter increase in mESCs, primary screen, esBAF inhibitor project, mouse ES cells, Bmi1 luciferase knock-in, single point; 24 h; 100% = twice the neutral-well signal; 350,000 tested, 2% active; reporter increase, % at 12.5 µM; in the data active = activation above about 40%; inconclusive = no clear call, values can overlap the other calls;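 also: 0% = median of the plate's neutral control wells and 100% = double that signal; a rise in the Bmi1 reporter signal indicates esBAF inhibition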
LGR2 antag – inhibitors of bursicon-induced LGR2 CRE-luciferase signal, primary screen, cell-based, HEK293, CRE-luciferase reporter, bursicon stimulation; 380,000 tested, 0.35% active; inhibition, % at 9.99 µM; bursicon-stimulated, 4 h; AID 720647, 2013;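 active = drop in luminescence signal, shown as inhibition above about 50% in the replicate tests, limit read from the data, passing the limit was not always enough; inconclusive = probably only some replicates passing the limit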;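 also: agonist challenge used bursicon conditioned medium at about half maximal strength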
SIRT5 inh – SIRT5 desuccinylase inhibitors, primary screen, biochemical, fluorescence imaging, single point, set 5 | NAD-dependent protein deacylase sirtuin-5, mitochondrial (Homo sapiens), Q9NXA8 | Purified SirT5, succinyl-peptide AMC, trypsin-coupled fluorescence | inhibition, % at 15 µM | 330,000 tested, 1.1% active; in the data active = inhibition above about 15%; inconclusive = no clear call, values can overlap the other calls
Target sequence (Q9NXA8 whole entry, looked up): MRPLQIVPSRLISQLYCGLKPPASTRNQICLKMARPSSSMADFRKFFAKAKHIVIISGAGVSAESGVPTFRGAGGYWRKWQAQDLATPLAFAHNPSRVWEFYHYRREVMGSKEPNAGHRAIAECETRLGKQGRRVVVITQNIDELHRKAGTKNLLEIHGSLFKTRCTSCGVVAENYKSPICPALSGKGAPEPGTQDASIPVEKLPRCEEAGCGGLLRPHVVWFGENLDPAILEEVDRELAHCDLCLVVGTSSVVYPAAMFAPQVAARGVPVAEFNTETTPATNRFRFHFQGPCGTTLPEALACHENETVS
S100A4 MyoIIA – inhibitors of S100A4-myosin IIA peptide binding, primary screen, biochemical, fluorescence polarization, TAMRA-MyoIIA peptide | Protein S100-A4 (Homo sapiens), P26447 | inhibition, % at 10.7 µM | 360,000 tested, 0.14% active | AID 652163, 2013;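 active = mean inhibition of at least 70% across replicates, with every replicate also reaching that level; inconclusive = mean inhibition reaches 70% but some replicates fall short; inactive = mean inhibition below 70%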
Target sequence (P26447 whole entry, looked up): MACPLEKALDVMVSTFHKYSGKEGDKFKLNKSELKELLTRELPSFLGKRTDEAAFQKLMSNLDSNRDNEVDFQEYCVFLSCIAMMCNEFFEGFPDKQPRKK
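System – human S100A4 monomer protein, biochemical binding assay · Buffer or medium – Calcium-containing HEPES buffer, pH 7.2 · Timing – 5 min between mix addition and reading · Also added – TAMRA-labelled myosin IIA heavy-chain peptide probe, 5 nM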
FN deposition inh – inhibitors of fibronectin matrix deposition, primary screen, AH1F cells, Alexa488-fibronectin fluorescence, plate reader | AH1F fibroblasts, overnight | inhibition, % at 12.6 µM | 350,000 tested, 0.086% active;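 active = mean inhibition across replicates of 30% or more, regardless of how many single replicates reach that level; inconclusive = mean under 30% yet at least half of replicates reach 30%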;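 also: positive control wells lacked labelled fibronectin entirely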
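Assay system: AH1F fibroblast monolayer, labelled fibronectin deposition. Amount: 10000 cells per well. Also added: labelled fibronectin 24 nM. Compound: single-point pinned compound. Incubation: cell attachment 1 h, compound and FN exposure overnight. Detection: fluorescence after three HBSS washes, excitation 485 nm, emission 525 nm. Read-out: inhibition of fibronectin deposition signal.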
An asterisk follows results filed as active; u = inconclusive; x = no result given. The list is partial. The share of hits here may be higher or lower than overall.

canonical_smiles	Statin myotox sup	CASP6 VEID inh	esBAF inh	LGR2 antag	SIRT5 inh	S100A4 MyoIIA	FN deposition inh
O=C(c1cnccn1)N1CC(=O)N2[C@@H](CO)[C@H](c3ccc(-c4cccc(F)c4)cc3)[C@@H]2C1	x	0	x	18	-7	-7	-8
CN(C)CC(=O)N[C@@H]1CC[C@@H](CCn2cc(C3CC3)nn2)O[C@@H]1CO	2	1	-5	-6	-2	4	-8
CSc1ccc(/C=N/NC(=O)CNc2cccc3ccccc23)cc1	x	-1	x	10	-1	-3	-5
O=C(C[C@H]1CC[C@H](NC(=O)c2cccnc2)[C@@H](CO)O1)NCc1ccncn1	-6	4	-1	22	-2	-6	x
Cc1onc(-c2ccccc2)c1-c1nc2cc(Cl)ccc2c(=O)o1	x	1	x	x	-2	4	-4
CCOC(=O)c1c(-n2c(C)cc(C=O)c2C)sc2c1CCCC2	x	0	x	24	1	7	x
CCC(=O)N1[C@H](CN(CC)C(C)=O)[C@@H](c2ccc(-c3cccnc3)cc2)[C@@H]1CO	-1	1	-4	2	-1	6	x
CCOC(=O)c1c(-c2cc(OC)c(OC)c(OC)c2)csc1NC(=O)c1ccccc1	-2	-3	-2	18	x	-3	-6
Fc1ccc(NC(=S)SCc2ccc3c(c2)OCO3)cc1F	-7	14	6	4	x	2	-5
COc1ccc(S(=O)(=O)N(C)C[C@H]2Oc3cc(-c4cccc(F)c4)ccc3S(=O)(=O)N([C@H](C)CO)C[C@@H]2C)cc1	-11	-3	20	14	1	12	x
CCN1CCN(C2=C(NS(=O)(=O)c3ccccc3)C(=O)c3ccccc3C2=O)CC1	18	48*	10	-7	-4	28	-1
CC(C)CC#Cc1ccc2c(c1)O[C@@H](CN(C)Cc1ccc(F)cc1)[C@@H](C)CN([C@H](C)CO)S2(=O)=O	6	-2	-3	13	2	-10	x
O=C(O)Cc1sc(-c2ccc(C(=O)O)cc2)nc1-c1ccccc1	-2	3	9	1	5	-9	3
CCOc1cc(/C=C2\C(=O)ON=C2c2ccccc2)ccc1OC	10	-2	11	-49	-2	-21	-6
C[C@@H]1CN([C@H](C)CO)C(=O)c2cccc(NC(=O)C3CCOCC3)c2O[C@@H]1CN(C)S(=O)(=O)c1ccc(F)cc1	4	-1	0	25	-1	-1	x
CCCn1cnc2cc(NCc3cccc(OC)c3O)ccc21	5	x	56*	x	x	x	2
O=C(C1CCC1)N1CC(=O)N2[C@H](CO)[C@@H](c3ccc(-c4ccccc4F)cc3)[C@@H]2C1	x	1	x	-1	-4	7	6
CN1C(=O)NC(c2ccccc2)C2=C1CN(c1cccc(C(F)(F)F)c1)C2=O (stereo not drawn)	1	x	-4	x	x	x	11
CCCn1c(SCC(=O)NC2CCCC2)nnc1-c1ccccn1	-4	1	0	22	-1	-1	-1
O=C1CSC(c2ccccn2)N1c1ccccc1 (stereo not drawn)	13	-2	-11	-4	-3	1	x
CCc1nnc(NC(=O)CSc2nnc(CNc3ccc(F)cc3)n2C2CCCCC2)s1	11	0	3	-1	-3	-4	x
CC(C)(C)OC(=O)N1CCN(C(=O)[C@H](Cc2ccc(O)cc2)n2cc(CCO)nn2)CC1	3	-1	0	2	x	-22	0
CCOC(=O)C1=C(C)OC(N)=C(C#N)C1c1ccsc1 (stereo not drawn)	-17	-1	-7	7	1	-5	x
C[C@@H]1CN([C@H](C)CO)C(=O)Cc2cc(NC(=O)Nc3ccc(F)cc3)ccc2O[C@H]1CN(C)S(=O)(=O)c1cn(C)cn1	-15	x	1	-11	x	x	x
C[C@@H]1CCCCO[C@H](CN(C)Cc2ccccc2)[C@H](C)CN([C@H](C)CO)C(=O)c2cc(NC(=O)Nc3ccc4c(c3)OCO4)ccc2O1	-147	1	1	-3	4	2	0
O=S(=O)(NCc1ccccc1)c1ccccc1NCCc1ccccc1	-5	0	1	-15	-3	-5	9
COC(Cn1c2c(c3cc(C)ccc31)CCCC2NCc1ccccc1)OC (stereo not drawn)	10	2	-3	4	-1	-1	-5
O=C(CC1CCCC1)N1CCN(S(=O)(=O)c2cccc(F)c2)CC1	-11	1	1	13	1	-1	0
CCOC(=O)CNC(=O)CSc1nnc(Cn2c(=O)sc3ccccc32)n1C	7	-1	5	11	x	9	9
C[C@H](CO)N1C[C@H](C)[C@@H](CN(C)S(=O)(=O)c2cccs2)Oc2ccc(NC(=O)Nc3cccc4ccccc34)cc2C1=O	u	-2	-3	19	1	-1	6
C/C(=C\c1ccco1)CN1CCC(N2CCC(C(=O)N3CCOCC3)CC2)CC1	4	-53	-6	-15	-2	-9	6
CO[C@@H]1CN(C)C(=O)c2ccc(NC(=O)C3CC3)cc2OC[C@@H](C)N(CCC(F)(F)F)C[C@H]1C	x	4	x	12	15	7	-2
CC1(C(=O)Nc2cccc(NS(C)(=O)=O)c2)Cc2c(-c3ccc(C(N)=O)cc3)ccnc2O1 (stereo not drawn)	12	2	-9	-10	2	-11	9
Cc1ccc2c(c1)N(S(=O)(=O)c1ccc(F)cc1)C(C(C)(C)C)CO2 (stereo not drawn)	-1	x	5	x	x	x	-4
Cc1nc2nc(SCc3ccc([N+](=O)[O-])cc3)[nH]c2cc1Br	x	-1	x	17	-2	-1	-9
O=C(CCl)Nc1ccccc1Sc1ccccc1	-9	x	0	x	x	x	4
COc1cccc(CNC(=O)COC(=O)c2cccc(S(=O)(=O)N3CCCC3)c2)c1	x	-4	x	-2	-1	2	15
NC(=O)COC(=O)CN1C(=O)C2CCCCC2C1=O (stereo not drawn)	-9	x	-5	-8	x	x	x
C[N+]1(C)CCC(OC(=O)C(O)(c2ccccc2)C2CCCC2)C1 (stereo not drawn)	-7	-2	6	-8	0	-1	-2
N#CC1=C(N)Nc2ncnn2C1c1ccc(F)cc1 (stereo not drawn)	x	-3	x	-3	-4	7	4
NCC[C@H]1CC[C@H](NC(=O)NC2CCCCC2)[C@@H](CO)O1	3	-1	-3	-6	0	1	-2
O=C1NC[C@@H](CCCCN2CCN(CC3CCCCC3)C(=O)C2=O)N(CCC2CCCCC2)C1=O	x	7	x	-3	-4	14	-1
CN(C)C(=O)c1cccn(Cc2ccc(C(F)(F)F)cc2)c1=O	9	-3	5	7	1	9	0
COCC(=O)N[C@@H]1CC[C@@H](CC(=O)NCc2ccc(Cl)cc2)O[C@H]1CO	-1	2	2	5	1	-9	-4
COc1c(O)cccc1/C=N/NC(=O)Cn1ccnc1C	2	-2	-3	0	x	-1	-23

3 compounds picked at random from those above, as already listed:
canonical_smiles	Statin myotox sup	CASP6 VEID inh	esBAF inh	LGR2 antag	SIRT5 inh	S100A4 MyoIIA	FN deposition inh
C[N+]1(C)CCC(OC(=O)C(O)(c2ccccc2)C2CCCC2)C1 (stereo not drawn)	-7	-2	6	-8	0	-1	-2
NC(=O)COC(=O)CN1C(=O)C2CCCCC2C1=O (stereo not drawn)	-9	x	-5	-8	x	x	x
CO[C@@H]1CN(C)C(=O)c2ccc(NC(=O)C3CC3)cc2OC[C@@H](C)N(CCC(F)(F)F)C[C@H]1C	x	4	x	12	15	7	-2

(listing goes on)
canonical_smiles	Statin myotox sup	CASP6 VEID inh	esBAF inh	LGR2 antag	SIRT5 inh	S100A4 MyoIIA	FN deposition inh
CSCCC(NC(=O)COc1ccccc1)C(=O)N1CCCCCC1 (stereo not drawn)	4	-4	-3	1	-2	-3	-18
CCCCNC(=O)C1(NC(=O)Nc2ccc(C)cc2)CCCCC1	x	-3	x	-6	-3	1	-16
CCN1CC(c2ccccc2)C(c2ccc(Cl)cc2)=N1 (stereo not drawn)	1	-1	-8	8	-4	-7	-5
C[C@@H]1CN([C@@H](C)CO)C(=O)Cc2cc(NS(=O)(=O)c3ccc(F)cc3)ccc2O[C@@H]1CN(C)S(C)(=O)=O	23	-2	5	-19	x	-12	1
CC1CCN(CC(=O)n2c3c(c4ccccc42)CCCC3)CC1	53	x	-4	x	x	x	1
CC(=O)N1C[C@H]2[C@@H](c3ccccc31)[C@H](CO)N2C(=O)c1ccc(F)cc1	-17	3	-1	16	0	-31	x
CCN(CC(=O)Nc1c(F)cccc1F)C(=O)/C=C/c1ccc2c(c1)OCO2	17	-1	12	-14	0	11	-2
Cc1ccc(S(=O)(=O)N(C)c2ccc(C(=O)N3CCCCC3)cc2)cc1	-8	-2	6	14	-7	10	-4
CCOc1cccc(CN2CCCC(CNC(=O)c3cccc(OC)c3OC)C2)c1 (stereo not drawn)	13	-2	-1	-3	-7	-2	8
CC(C)[C@H](NC(=O)c1ccccc1)C(=O)OCc1nc2scc(-c3ccccc3)c2c(=O)[nH]1	-6	x	0	7	x	x	5
COCC(=O)N1C[C@H]2[C@@H](c3ccccc31)[C@H](CO)N2C(=O)c1ccccc1F	9	2	-4	5	0	0	-12
CSc1ccc(C(=O)NCC2CCN(C(=O)C(=O)c3cc4ccccc4o3)CC2)cc1	x	0	x	-3	x	1	11
CCN(CC)CCn1c(=N)n(CC(O)COc2cccc(C)c2)c2ccccc21 (stereo not drawn)	x	-12	x	24	3	-2	16
CN(c1ccccc1)S(=O)(=O)c1cccc(C(=O)NC2CCCC2)c1	8	0	5	-2	x	-3	-3
CC(C)CC(NC(=O)C1CCCN1C(=O)OC(C)(C)C)C(=O)NCC(N)=O (stereo not drawn)	x	x	4	x	x	-4	-11
CC(C)NC(=O)N(C)C[C@H]1Oc2cc(C#C[C@H](C)O)ccc2S(=O)(=O)N([C@H](C)CO)C[C@H]1C	4	x	0	0	x	x	-4
NS(=O)(=O)c1cccc(NS(=O)(=O)c2ccc(/C=C/C(=O)OCC(=O)c3ccccc3)cc2)c1	x	-4	x	-3	-3	3	9
O=C(Cc1ccccc1)NC1CCSc2ccccc21 (stereo not drawn)	0	-5	2	10	-2	-1	2
CC(C)NC(=O)N(C)C[C@H]1OCc2ccccc2-c2ccccc2C(=O)N([C@@H](C)CO)C[C@H]1C	16	1	10	8	10	-16	-5
